High-throughput results: PubChem, several laboratories
SMARCA2 act = SMARCA2 (BRM) function activators, primary screen, cell-based, luminescence, high throughput; hit rate 1% among 370,000; activation, % at 9.1 µM; MG213 cells, MMTV-luciferase reporter, dexamethasone, overnight; in the data active means activation above about 7.8%;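 further: 0% = vehicle wells and 100% = reference activator wells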
hgDAF12 agonist = H. glycines DAF-12 receptor agonists, primary screen, cell-based, luminescence, HEK293, GAL4 fusion, UAS-luciferase; HEK293 GAL4-hgDAF12 UAS-luciferase reporter, agonist luminescence; normalized to butyrate control; activation, % at 6.8 µM; hit rate 1.8% among 370,000; AID 687014, 2013;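 active means activation above a cutoff set at the mean of all screened compounds plus 3 SD, cut at about 10% in these data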;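 further: 0% = DMSO wells and 100% = sodium butyrate wells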
sPLA2-III inh = human group III sPLA2 inhibitors, primary screen, biochemical, QFRET, BODIPY PC-A2 liposome substrate; inhibition, % at 12.2 µM; QFRET BODIPY PC-A2 liposome hydrolysis, fluorescence; hit rate 0.56% among 370,000; Group 3 secretory phospholipase A2 (Homo sapiens), Q9NZ20;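 active means inhibition above mean plus 3 SD of compounds lying within the high and low control bounds, cut at about 19% in these data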;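 further: 0% = median of test compound wells and 100% = no enzyme DMSO wells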
Target sequence (Q9NZ20 whole entry, looked up): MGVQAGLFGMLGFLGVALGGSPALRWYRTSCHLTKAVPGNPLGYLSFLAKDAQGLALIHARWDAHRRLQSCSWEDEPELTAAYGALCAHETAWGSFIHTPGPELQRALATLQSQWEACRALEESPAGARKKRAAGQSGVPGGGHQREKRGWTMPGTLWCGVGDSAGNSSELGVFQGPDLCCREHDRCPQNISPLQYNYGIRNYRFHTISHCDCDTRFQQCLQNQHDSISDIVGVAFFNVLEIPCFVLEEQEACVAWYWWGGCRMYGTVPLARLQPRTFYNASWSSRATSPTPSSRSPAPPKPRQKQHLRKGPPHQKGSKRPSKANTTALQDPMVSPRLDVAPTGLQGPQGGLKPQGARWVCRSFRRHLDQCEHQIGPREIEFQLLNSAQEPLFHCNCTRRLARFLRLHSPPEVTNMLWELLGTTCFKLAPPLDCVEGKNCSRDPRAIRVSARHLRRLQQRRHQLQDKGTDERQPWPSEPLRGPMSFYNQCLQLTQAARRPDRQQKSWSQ
ssDAF12 agonist = S. stercoralis DAF-12 nuclear receptor activators, primary screen, cell-based, luminescence, HEK293, GRIP1 co-expression, lit1-tk-luc; HEK293 ssDAF-12/GRIP1 lit1-tk-luc reporter; % of 3 µM dafachronic acid response; AID 652126, 2013; hit rate 1% among 370,000; activation, % at 6.8 µM; Nuclear hormone receptor DAF-12 (Strongyloides stercoralis);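 active means activation above the mean over all tested compounds plus 3 SD, cut at about 0.9% in these data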;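 further: 0% = DMSO-only wells and 100% = 3 µM delta7-dafachronic acid wells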
GC-B act = human GC-B receptor activators, primary screen, HEK293 GC-B cells, cGMP TR-FRET, EC30 CNP | hit rate 0.11% among 370,000 | Atrial natriuretic peptide receptor 2 (Homo sapiens), P20594 | AID 1920062, 2024 | activation, % at 10 µM | 0% at EC30 CNP, 100% saturating CNP;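 active means activation at 10 µM reaching about 35% in either raw or pattern-adjusted values, limit read from the data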
DAX1 inh-1 = DAX1 (NR0B1) inhibitors on StAR promoter, primary screen, cell-based, luminescence, SF-1 (NR5A1), full-length DAX-1; HEK293T StAR-luciferase reporter, SF-1/DAX-1 repression relief; inhibition, % at 6.8 µM; AID 652010, 2013; hit rate 1.1% among 370,000;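 active means inhibition above the mean over all tested compounds plus 3 SD, cut at about 3.6% in these data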;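 further: 0% = DAX-1 cells with DMSO and 100% = cells lacking DAX-1 with DMSO; higher inhibition means more luminescence from relief of DAX-1 repression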
hcDAF12 agonist = H. contortus DAF-12 nuclear receptor activators, primary screen, cell-based, luminescence, HEK293, lit1-tk-luc reporter; activation, % at 6.8 µM; hit rate 1.4% among 370,000; HEK293 hcDAF-12 lit1-tk-luc reporter; 0% DMSO, 100% Δ7-dafachronic acid; AID 652067, 2013;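 active means activation above the mean of all tested compounds plus 3 SD, cut at about 5.5% in these data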;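 further: 100% = response to 3 µM Δ7-dafachronic acid high control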
DAX1 inh-2 = DAX1 (NR0B1) inhibitors, primary screen, cell-based, HEK293, Gal4-DAX1, luciferase luminescence; hit rate 0.99% among 340,000; Nuclear receptor subfamily 0 group B member 1 (Homo sapiens), P51843; inhibition, % at 6.75 µM; AID 504766, 2011; HEK293 Gal4-DAX1 luciferase reporter;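 active means inhibition above the mean over all tested compounds plus 3 SD, cut at about 4.2% in these data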;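 further: 0% = DAX1-transfected cells with DMSO and 100% = empty-vector control cells with DMSO; inhibition shows as a rise in luminescence from relieved DAX1 repression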
Target sequence (P51843 207-470 limits assumed): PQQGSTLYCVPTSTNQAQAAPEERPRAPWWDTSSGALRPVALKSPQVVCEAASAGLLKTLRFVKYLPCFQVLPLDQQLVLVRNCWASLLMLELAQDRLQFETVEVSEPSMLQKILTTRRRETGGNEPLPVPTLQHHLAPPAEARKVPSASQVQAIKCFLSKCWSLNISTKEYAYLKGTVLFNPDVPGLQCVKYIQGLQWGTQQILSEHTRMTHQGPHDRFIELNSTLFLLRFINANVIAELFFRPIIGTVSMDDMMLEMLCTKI
GAA850 FXN act = FXN promoter activators, primary screen, cell-based, luciferase luminescence, HEK293 lucGAA850. HEK293 lucGAA850 FXN promoter luciferase reporter, 24 h; percent of 10 µM SAHA response. activation, % at 6 µM. hit rate 0.56% among 360,000;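 active means activation above the average of all compounds screened plus 3 SD, cutoff fixed separately per campaign, cut at about 7.5% in these data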;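 further: 0% = DMSO wells and 100% = 10 µM SAHA wells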
NPR1 activator = GC-A stimulated cGMP production enhancers – HEK293 GC-A cells, cGMP TR-FRET, EC30 ANP, primary screen. AID 1671463, 2021. 0% at EC30 ANP, 100% saturating ANP. hit rate 0.14% among 370,000. activation, % at 10 µM; in the data active means activation above about 40%
ADAM10 inh = human ADAM10 inhibitors, primary screen, biochemical, QFRET, HTS; Disintegrin and metalloproteinase domain-containing protein 10 (Homo sapiens), O14672; recombinant ADAM10, EDANS/DABCYL FRET peptide cleavage, 3 h; inhibition, % at 7 µM; hit rate 0.62% among 370,000;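 active means inhibition above a per-campaign cutoff equal to the mean of compounds falling between control-based bounds plus 3 SD, cut at about 20% in these data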;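 further: 0% = DMSO wells while the 100% control is not disclosed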
* marks the source's active call; other numbers are inactive results; . = not tested or not shown.

SMILES	SMARCA2 act	hgDAF12 agonist	sPLA2-III inh	ssDAF12 agonist	GC-B act	DAX1 inh-1	hcDAF12 agonist	DAX1 inh-2	GAA850 FXN act	NPR1 activator	ADAM10 inh
CCc1ccc(N(C2C=CS(=O)(=O)C2)S(=O)(=O)c2ccc(C)cc2)cc1 (stereo unspecified)	-1	-1.3	-10	-0.8	-8	-0.2	1.1	-0.2	2.0	-6	3
COc1cc(OC)cc(C(=O)NC2CCN(Cc3nnnn3Cc3ccc(F)cc3)CC2)c1	0	-3.0	-6	-2.0	-1	-0.8	0.2	-0.4	-0.1	-4	-6
COCc1cc(C)nc2sc(C(=O)N3CCCCC3)c(N)c12	-3	-1.9	4	-1.3	-1	-0.2	-0.9	3.4	-0.2	-3	-13
CCCc1ccc(C(O)c2ncc(-c3ccccc3)[nH]2)cc1 (stereo unspecified)	-3	10	-7	-0.6	2	-0.1	2.4	.	2.8	5	-10
Cc1nn(CC(C)C)c2sc(C(=O)NC3CC(C)(C)NC(C)(C)C3)cc12	-3	3.8	13	-0.8	7	0.2	-0.1	-0.2	1.3	3	-8
CCc1nnc(NC(=O)c2cc(-c3ccccn3)nc3ccc(Br)cc23)s1	-3	2.2	8	-0.8	3	0.7	-0.6	0.8	-0.7	3	-1
CCCCCCC(=O)NC1CCCCN(C)C1=O (stereo unspecified)	1	2.8	3	-0.7	-4	-0.9	0.2	.	.	0	1
COc1ccc(CCNC(=O)/C(=C/c2cccnc2)NC(=O)c2ccccc2)cc1	2	0.0	-4	-1.0	-3	-0.5	-1.7	1.1	3.2	-2	-11
O=c1[nH]c2ccc(NS(=O)(=O)c3ccc([N+](=O)[O-])cc3)cc2[nH]1	0	-2.7	-7	-1.1	0	-0.2	-1.2	0.3	-0.3	-1	-2
CCOC(=O)COC(=O)c1ccc(O)cc1	-2	-0.3	-3	-1.3	7	0.1	1.9	-0.2	1.1	8	5
CNC(C)c1ccc(S(N)(=O)=O)cc1 (stereo unspecified)	-3	-1.9	1	-0.6	-6	0.1	0.0	-0.4	0.3	-4	-11
Cc1nc(Nc2ccc3c(c2)OCCO3)c2oc3ccccc3c2n1	0	-2.6	10	-1.2	2	-0.1	-0.8	-0.3	1.7	6	1
Cc1cc(C)nc(N/N=C/c2cc(C)n(CC(F)(F)F)c2C)n1	-1	0.9	8	-1.2	-8	-1.0	-1.8	-1.3	-1.2	-4	-8
CCCS(=O)(=O)NC(=O)C1(C)CCN(C(=O)c2cncc(Br)c2)C1 (stereo unspecified)	-2	-2.0	3	-1.3	1	0.6	-0.9	.	1.1	-1	-7
CCC(c1nnnn1C(C)(C)C)N1CCN(C2CCCC2)CC1 (stereo unspecified)	2	0.8	7	-1.3	-3	-0.2	-0.9	1.1	-0.4	0	1
C=C1CCC[C@]2(C)C[C@H]3OC(=O)C(CNCCN(CC)CC)[C@H]3CC12 (stereo partly specified)	-1	0.2	-1	-0.9	1	-0.6	0.6	-2.5	-2.1	4	-4
O=C(COC(=O)/C=C/c1ccc(S(=O)(=O)N2CCOCC2)cc1)Nc1ccc(F)c(F)c1F	2	3.2	-2	-1.1	2	1.2	1.8	0.5	1.1	2	-1
Cc1ccc2c(c1)CCCN2C(=O)NC1CCCCC1	-1	3.6	4	-1.5	1	0.1	-1.5	-0.5	0.5	0	0
CCCC(=O)Nc1nnc(SCC(=O)Nc2ccc3c(c2)OCO3)s1	-2	2.0	0	-0.7	-6	-0.7	0.1	-0.6	2.7	2	-4
C[C@@H]1CCCCO[C@H](CN(C)S(=O)(=O)c2cn(C)cn2)[C@H](C)CN([C@@H](C)CO)C(=O)c2cc(NC(=O)c3ccccc3)ccc2O1	-2	0.4	1	-1.3	3	0.0	0.8	-0.1	-0.5	2	0
COC(=O)CSc1nnc2n(C3CCCCC3)c(=O)c3c4c(sc3n12)CCCC4	4	1.3	3	-1.2	14	0.1	-2.2	-0.8	-1.8	23	4
CC(NCC(=O)Nc1cc(S(=O)(=O)N2CCOCC2)ccc1N1CCOCC1)c1ccco1 (stereo unspecified)	0	1.4	4	-1.4	2	-0.9	-0.4	-0.1	2.2	1	-10
C=CCNC(=S)NNc1nc2c(c(=O)[nH]1)C1(CCCC1)Cc1ccccc1-2	-2	-1.6	19	-1.7	0	0.1	-1.2	1.0	-0.6	-2	-30
O=C(Nc1ccc(C(=O)NN2C(=O)c3ccccc3C2=O)cc1)c1ccccc1	1	0.7	-5	-1.6	-4	-0.5	0.1	0.1	-0.8	2	0
CCn1c(COc2ccccc2Cl)nnc1SCC(=O)Nc1ncccc1C	-3	-0.7	-6	-0.8	-2	0.1	0.7	-1.5	1.6	-6	-5
Cc1ccc(NCc2n[nH]c(=S)n2Cc2ccccc2)cc1Cl	-1	-0.9	-17	-1.2	.	-0.1	-1.7	-1.0	3.6	.	10
CCCCN(C)C1CCN(C(=S)Nc2ccc(OCC)cc2)CC1	0	4.2	0	-1.1	2	0.0	-1.1	1.8	0.1	3	-6
Cn1nc([N+](=O)[O-])nc1N1CCN(c2ccc(F)cc2)CC1	-2	-0.2	1	-1.2	-1	0.0	-1.5	1.1	2.5	4	4
Cc1c(Cl)cccc1Nc1nc(N)nc(CSCCO)n1	1	0.4	2	-1.5	6	0.5	-0.9	0.5	0.0	-1	-4
COc1ccc(C(=O)NC(=S)Nc2ccc(S(N)(=O)=O)cc2)cc1	-2	-1.4	2	-1.2	3	-0.4	-1.2	0.1	1.1	2	1
COc1ccc(OCC(O)CN2CCC(CN3C(=O)c4cccc5cccc(c45)C3=O)CC2)cc1 (stereo unspecified)	11*	0.1	-14	-1.8	-5	-0.8	-3.1	-2.3	2.5	5	-236
COc1ccc(OC)c(NC(=O)CN2CCC(NC(=O)c3ccccc3C)CC2)c1	0	-1.5	0	-1.4	1	0.1	-0.5	-1.3	0.4	-5	-1
CN(C)c1cccc(C(=O)Nc2ccc(S(=O)(=O)Nc3nccs3)cc2)c1	-1	4.3	-12	-0.7	0	1.8	-1.2	0.8	-0.4	2	-12
CCCC(=O)N(Cc1cc(=O)[nH]c2ccccc12)c1cccc(C)c1	-1	1.3	-10	-0.6	-12	-0.5	3.2	0.5	2.7	-23	-4
CCCOC(=O)C1=C(C)OC23OC(N)=C(C#N)C12C(=O)c1ccccc13 (stereo unspecified)	-1	1.3	1	-1.0	-4	0.3	-0.9	0.8	2.9	6	-4
COC(=O)c1c(C)oc(C)c1S(=O)(=O)NCc1ccco1	1	4.3	-3	-1.6	1	-0.5	-0.7	0.0	1.6	0	1
COc1cccc(-c2cnc(C(O)c3cccc(F)c3)[nH]2)c1 (stereo unspecified)	4	9.3	-5	-1.0	2	1.9	-0.1	.	-1.2	1	-14
CC(C)C(Nc1ccc(C(F)(F)F)cc1[N+](=O)[O-])C(=O)O (stereo unspecified)	-3	-0.4	-3	0.2	4	2.0	4.5	0.5	0.3	-2	10
OC(c1cccc(Cl)c1)c1nc(/C=C/c2ccc(C(F)(F)F)cc2)cs1 (stereo unspecified)	-1	2.2	-21	-1.4	0	-0.4	1.0	.	1.9	1	16
N#Cc1ccc(-c2ccc(OCC(O)CN3CCCCC3)cc2)cc1 (stereo unspecified)	-1	1.8	-6	-0.9	0	-0.1	-2.4	-0.2	4.0	8	-26
C[C@H]1CCCC(=O)N[C@@H](c2ccccc2)[C@@H](C)CCCC(=O)N[C@H]1c1ccccc1	-3	-2.5	-2	-1.2	-9	-0.2	-0.3	.	.	4	-3
CCCCNC(=O)Cn1c(=O)c2c(ncn2CCC(C)C)n(Cc2ccccc2)c1=O	-1	-1.6	5	-1.1	9	-0.2	-1.9	-1.8	-2.1	1	-2
O=C(NC1CCCC1)C(c1ccncc1)N(Cc1ccccc1)C(=O)c1ccc(-c2ccccc2)[nH]1 (stereo unspecified)	-3	1.6	-13	-1.3	-3	-0.1	-2.6	0.5	-2.5	-3	13
Cc1cccc(-c2nnc(-c3ccccc3)o2)c1	5	13*	-2	0.8	-4	1.5	4.4	1.8	3.8	-1	-3
CCC(C(=O)NCc1ccccc1)n1c(-c2cccs2)nc2ccccc21 (stereo unspecified)	-1	-5.2	-6	-1.1	-14	-1.1	-2.0	.	.	-12	-92
CN(CC(=O)N1CCN(c2ccc(F)cc2)CC1)S(=O)(=O)c1ccc(F)cc1	2	-1.4	-3	-1.5	8	-0.1	-0.1	1.0	0.0	0	0
COc1ccc2nc(SCC(=O)Nc3ccc(S(=O)(=O)N4CCCC4)cc3)c(C#N)cc2c1	0	-1.2	-4	-1.5	-6	-2.1	-3.4	-1.3	-2.5	0	72*
CC(=O)c1ccc(S(=O)(=O)N2CCC(NC(=O)c3ccccc3)CC2)cc1	-2	-1.5	9	0.0	3	0.0	-2.4	1.6	-0.2	-3	-9

Another view of part of the listing above:
| SMILES | SMARCA2 act | hgDAF12 agonist | sPLA2-III inh | ssDAF12 agonist | GC-B act | DAX1 inh-1 | hcDAF12 agonist | DAX1 inh-2 | GAA850 FXN act | NPR1 activator | ADAM10 inh |
| --- | --- | --- | --- | --- | --- | --- | --- | --- | --- | --- | --- |
| COc1ccc2nc(SCC(=O)Nc3ccc(S(=O)(=O)N4CCCC4)cc3)c(C#N)cc2c1 | 0 | -1.2 | -4 | -1.5 | -6 | -2.1 | -3.4 | -1.3 | -2.5 | 0 | 72* |
| O=C(NC1CCCC1)C(c1ccncc1)N(Cc1ccccc1)C(=O)c1ccc(-c2ccccc2)[nH]1 (stereo unspecified) | -3 | 1.6 | -13 | -1.3 | -3 | -0.1 | -2.6 | 0.5 | -2.5 | -3 | 13 |

(further entries)
SMILES	SMARCA2 act	hgDAF12 agonist	sPLA2-III inh	ssDAF12 agonist	GC-B act	DAX1 inh-1	hcDAF12 agonist	DAX1 inh-2	GAA850 FXN act	NPR1 activator	ADAM10 inh
COc1ccc(Oc2c(OC)cc(NCc3ccc(CN)cc3)c3ncccc23)cc1	-6	1.6	3	-0.5	5	-2.8	1.1	0.8	0.6	-8	-48
Cc1ccc(CN2CC(C(=O)N(C)CC(=O)Nc3cccc(F)c3)CC2=O)cc1 (stereo unspecified)	-3	-1.2	0	-1.4	1	0.4	-2.8	1.4	1.2	2	-11
O=C(Cc1ccc(NC(=O)C2CCN(C(=O)C3CCC3)CC2)cc1)Nc1ccc(C(=O)N2CCOCC2)cc1	-3	-4.4	6	0.2	-6	0.3	-0.7	0.5	-0.5	3	4
CCCC(=O)Nc1ccc(C(=O)NCCc2ccc(F)cc2)cc1	2	0.1	0	-1.6	2	0.5	-1.1	0.1	3.0	1	-4
